Bioassay records as filed in PubChem BioAssay.
TrxR1 inh: qHTS Assay for Inhibitors of Mammalian Selenoprotein Thioredoxin Reductase 1 (TrxR1): qHTS; recombinant rTrxR1, NADPH fluorescence consumption, selenite substrate; Potency, µM (series often up to 114 µM), without a hit: top-dose activity change, negative = inhibition, usual class: inhibitors; hit rate 1% among 390,000; note: potency is the fitted concentration of half-maximal effect; % is set by controls: 0 for no effect and ±100 for the full control effect; nearly all actives have a fitted effect of over 65% in size
Target sequence (O89049 whole entry, looked up): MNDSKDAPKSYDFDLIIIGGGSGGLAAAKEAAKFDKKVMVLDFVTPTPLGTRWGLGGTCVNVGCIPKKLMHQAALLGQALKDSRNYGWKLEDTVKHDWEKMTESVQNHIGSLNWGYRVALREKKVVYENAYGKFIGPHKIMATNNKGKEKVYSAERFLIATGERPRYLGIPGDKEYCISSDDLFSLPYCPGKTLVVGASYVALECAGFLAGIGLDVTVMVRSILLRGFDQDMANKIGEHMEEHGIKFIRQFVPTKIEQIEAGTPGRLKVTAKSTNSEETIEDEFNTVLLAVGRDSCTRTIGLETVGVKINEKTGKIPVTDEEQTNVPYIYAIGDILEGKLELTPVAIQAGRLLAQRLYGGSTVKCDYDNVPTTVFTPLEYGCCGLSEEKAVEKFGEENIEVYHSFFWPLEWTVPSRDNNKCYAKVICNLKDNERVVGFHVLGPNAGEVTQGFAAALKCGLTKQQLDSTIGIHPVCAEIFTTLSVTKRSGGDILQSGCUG
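Rat TrxR1 (90 nM in the dispensed reagent) was pre-reduced with 400 uM NADPH for 5 min at room temperature, then incubated with compound for 15 min. After 400 uM selenite was added, NADPH fluorescence (Ex 340/Em 450 nm) was followed for 8 min.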
GRP78 ERSR act: qHTS for Inducers of the Endoplasmic Reticulum Stress Response (ERSR) in Human Glioma: qHTS; U87-MG GRP78 promoter luciferase reporter, 16 h; hit rate 0.02% among 420,000; Potency, µM, for inactives: top-dose activation, usual class: activators; AID 602332, 2012; note: potency is the fitted concentration of half-maximal effect; series mostly up to about 76 µM; % of control where 0% means no effect; nearly all actives have a fitted effect of over 35% in size
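Stably transfected U87-MG human glioma cells carrying a GRP78-based luminescent sensor were seeded at 1000 cells/well, pin-dosed with compounds and incubated 16 h. Luciferase reagent was then added, and end-point luminescence was read after 10 min at room temperature.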
LDHA block: qHTS assay for inhibitors of human lactate dehydrogenase. purified LDHA, NADH/diaphorase-resazurin fluorescence; hits give low values. activity change, % (values are at about 110 or 230 µM). hit rate 0.15% among 480,000. AID 1347041, 2019. L-lactate dehydrogenase A chain (Homo sapiens), P00338; in the data active = activity change below about -30%; inconclusive = mostly about -25% to -30%;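 note: plate controls were DMSO wells for no effect and wells without enzyme for full effect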
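Remaining NADH was detected by diaphorase (0.133 mg/mL) converting 37 µM resazurin to fluorescent resorufin, read at 0 and 20 minutes. The preceding 5-minute room-temperature reaction used 2 nM LDHA, 0.2 mM sodium pyruvate and 0.06 mM NADH at pH 7.4.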
USP1-UAF1 inh: Inhibitors of USP1/UAF1: Primary Screen. Ubiquitin carboxyl-terminal hydrolase 1 (Homo sapiens), O94782. recombinant USP1/UAF1, Ub-Rhodamine cleavage fluorescence. Potency, µM (doses to about 57.1 µM), without a hit: at the highest dose activity change, negative = inhibition, hits mostly inhibitors. hit rate 0.23% among 390,000; note: potency is the fitted concentration of half-maximal effect; % is set by controls: 0 for no effect and ±100 for the full control effect; nearly all actives have a fitted effect of over 60% in size; inactives centre near -12
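USP1/UAF1 complex (1 nM) preincubated 15 min at room temperature with compound, then Ub-Rho substrate (150 nM final) added. Kinetic fluorescence at 480/540 nm over 6 reads at 60 s intervals; 50 mM HEPES pH 7.8, 0.5 mM EDTA, 0.1 mg/ml BSA, 1 mM TCEP, 0.01% Tween-20.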
IDH1 R132H inh: qHTS for Inhibitors of mutant isocitrate dehydrogenase 1 (IDH1): qHTS; Isocitrate dehydrogenase [NADP] cytoplasmic (Homo sapiens), O75874; IDH1-R132H enzyme, NADPH consumption, diaphorase/resazurin fluorescence; Potency, µM (highest dose often 76.6 µM), for the others: at the top dose activity change, negative = inhibition, actives largely listed as inhibitors; hit rate 0.093% among 390,000; AID 602179, 2012; note: potency is the fitted concentration of half-maximal effect; % is set by controls: 0 for no effect and ±100 for the full control effect; nearly all actives have a fitted effect of over 65% in size
Target sequence (O75874 whole entry R132H, stated change not applied): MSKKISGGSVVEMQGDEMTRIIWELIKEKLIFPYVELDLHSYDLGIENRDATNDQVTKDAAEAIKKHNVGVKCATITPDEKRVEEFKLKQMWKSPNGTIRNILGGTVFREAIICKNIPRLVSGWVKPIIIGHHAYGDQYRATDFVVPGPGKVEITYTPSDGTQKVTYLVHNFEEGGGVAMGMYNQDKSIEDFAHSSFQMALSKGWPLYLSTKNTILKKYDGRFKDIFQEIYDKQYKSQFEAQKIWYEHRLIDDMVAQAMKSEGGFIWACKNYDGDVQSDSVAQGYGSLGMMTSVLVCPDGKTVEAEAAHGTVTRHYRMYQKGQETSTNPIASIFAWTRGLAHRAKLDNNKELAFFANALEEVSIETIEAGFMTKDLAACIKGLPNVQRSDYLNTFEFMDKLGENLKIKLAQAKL
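IDH1-R132H (0.5 ug/mL) preincubated 30 min with compound, then NADPH (0.016 mM) and alpha-KG (2 mM) added; 80 min at RT, pH 7.5. Remaining NADPH coupled via diaphorase/resazurin to fluorescence (540/590 nm); concentration-response curves normalized to no-enzyme control.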
TrxR1 substrate: qHTS Assay for Substrates of Mammalian Selenoprotein Thioredoxin Reductase 1 (TrxR1): qHTS | Thioredoxin reductase 1, cytoplasmic (Rattus norvegicus), O89049 | purified TrxR1 substrate turnover, NADPH consumption readout | Potency, µM (series often up to 114 µM), without a hit: top-dose activity change, negative = substrate turnover | hit rate 0.01% among 390,000 | AID 588456, 2011; note: potency is the fitted concentration of half-maximal effect; % is set by controls: 0 for no effect and ±100 for the full control effect; nearly all actives have a fitted effect of over 50% in size
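Rat TrxR1, dispensed at 90 nM, was prereduced with 400 uM NADPH (final) for 5 min at ~22 deg C, then incubated with compound 15 min before 400 uM selenite. A first-read NADPH fluorescence drop versus no-compound background flagged substrates.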
Vif-APOBEC3G blk: qHTS for Inhibitors of Vif-A3G Interactions: qHTS | HeLa A3G-eYFP + Vif (tagged APOBEC3G with the HIV-1 protein that degrades it), YFP fluorescence, overnight | DNA dC->dU-editing enzyme APOBEC-3G (Homo sapiens), Q9HC16 | hit rate 0.076% among 410,000 | Potency, µM (series often up to 46.1 µM), for inactives: at the top dose activity, negative = active, most hits filed as inhibitors | AID 602310, 2012;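 note: potency is the fitted concentration of half-maximal effect; % is set by controls: 0 for no effect and ±100 for the full control effect; nearly all actives have a fitted effect of over 60% in size; hits raise eYFP signal because A3G escapes Vif-driven loss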
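Read-out is eYFP fluorescence (Ex 488/Em 500-530) from Vif-expressing HeLa A3G-eYFP cells; more signal means A3G escaped Vif-mediated degradation. Cells plated overnight, compound pinned in, incubated overnight at 37 deg C.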
Vif-APOBEC3F blk: qHTS for Inhibitors of Vif-A3F Interactions: qHTS; HeLa A3F-eYFP + Vif (tagged APOBEC3F with the HIV-1 protein that degrades it), YFP fluorescence increase; Potency, µM (highest dose often 46.1 µM), for inactives: at the highest dose activity, negative = active; hit rate 0.2% among 390,000; note: potency is the fitted concentration of half-maximal effect; % of control where 0% means no effect; nearly all actives have a fitted effect of over 65% in size
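Fluorescence increase (Ex 488/Em 500-530) after overnight compound treatment at 37 deg C flags inhibition of Vif-driven A3F-eYFP loss in stable HeLa A3F-eYFP/Vif cells seeded overnight beforehand.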
RGS4 inh: Inhibitors of Regulator of G Protein Signaling (RGS) 4: qHTS; Regulator of G-protein signaling 4 (Homo sapiens), P49798; Potency, µM (doses to about 114 µM), for the others: at the top dose activity change, negative = inhibition, usual class: inhibitors; hit rate 0.039% among 390,000; Transcreener GDP fluorescence polarization, RGS4-accelerated GTP hydrolysis; note: potency is the fitted concentration of half-maximal effect; % is set by controls: 0 for no effect and ±100 for the full control effect; nearly all actives have a fitted effect of over 75% in size; some results filed as inactive show a strong effect at the top dose
Target sequence (P49798 whole entry, looked up): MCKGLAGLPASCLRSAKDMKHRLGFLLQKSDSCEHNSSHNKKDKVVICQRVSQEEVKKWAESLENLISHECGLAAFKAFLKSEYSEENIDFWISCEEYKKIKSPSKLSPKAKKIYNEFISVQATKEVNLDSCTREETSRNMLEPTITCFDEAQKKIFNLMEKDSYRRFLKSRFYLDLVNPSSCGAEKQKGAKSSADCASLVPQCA
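MLSMR compounds (23 nl, pin-transferred) preincubated 10 min at room temperature with a 500nM (2x) first reagent, then RGS4 at 900nM (2x) plus Transcreener GDP mix added; fluorescence polarization (620/688 nm) read before and after 90 min at 30 °C.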
Numbers without * were called inactive; ? = inconclusive; / = no result given; [ ] = another dose, or the depositor's remark. Unless noted, calls come from the whole dose curve; as a rule, active = well fitted curve in the direction sought with a large enough effect; inconclusive = small, poorly fitted or top-dose-only effect, or another doubt; inactive = no such curve, though single readings can be large; an effect the other way counts as inactive or inconclusive. An excerpt; count on the stated rates, not on these rows.

SMILES	TrxR1 inh	GRP78 ERSR act	LDHA block	USP1-UAF1 inh	IDH1 R132H inh	TrxR1 substrate	Vif-APOBEC3G blk	Vif-APOBEC3F blk	RGS4 inh
COc1ccc(-c2nc3ccccc3c(=O)o2)cc1OC	20.9%[57.1 µM]	3.5%	-8.7	-15.1%	3.3%	14.2%[57.1 µM]	-0.8%	4.5%	-38.1%
COC(=O)[C@@H](NC(=O)Nc1cccc(OC)c1)C(C)C	15.1%[57.1 µM]	-0.3%	-6.1	-6.1%	1.1%	7.6%[57.1 µM]	1.0%	-0.6%	-39.4%
Cn1c(=O)c2nc(NCc3ccccc3)cnc2n(C)c1=O	-6.4%	-2.0%	-3.1	-11.3%	3.0%	15.4%	-0.7%	0.5%	-6.7%
COc1cccc(NC(=O)C2CC2)c1	17.5%[57.1 µM]	-3.3%	-2.0	-14.1%	-2.8%	0.7%[57.1 µM]	3.6%	-0.4%	-11.1%
CCc1ccc(-c2nn(-c3ccc(OC)cc3)c3c2cnc2ccc(OC)cc23)cc1	-5.8%	-3.2%	5.1	-17.1%	4.9%	-17.4%	-4.0%	-5.5%	-2.8%
CC(=O)Nc1ccc(S(=O)(=O)c2ccc(N)cc2)cc1N	17.4%	-4.2%	-4.2	-20.3%	3.8%	-0.7%	3.8%	0.4%	-8.4%
COc1cccc(/C=C2\SC(=S)N(CCC(=O)NC3C=CS(=O)(=O)C3)C2=O)c1 (stereo unspecified)	-7.1%	-7.7%	-1.5	?	3.4%	-2.6%	-16.4%	4.0%	-4.1%[56.9 µM]
Cc1cc(C)c2sc(N(CCCN(C)C)C(=O)COc3ccc(Cl)cc3)nc2c1	-4.8%	-8.2%	-6.6	-1.8%	0.0%	-6.1%	6.2%	8.4%	3.5%
C[C@H](NC(=O)c1nc[nH]c1C(=O)NCc1ccc(CNC(=O)OC(C)(C)C)cc1)c1ccccc1	16.9%	-5.5%	1.2	-18.3%	-12.4%	-8.5%	-1.3%	7.9%	-5.5%
O=C(O)C(Cc1ccccc1)NC(=O)C(c1ccccc1)c1ccccc1 (stereo unspecified)	1.5%	-2.5%	-5.4	-13.1%	5.0%	-5.2%	1.9%	1.6%	-7.0%
Cc1nc(SCC(=O)OCc2ccccc2)c(C#N)c(-c2ccccc2)c1C(=O)Nc1ccccc1	17.8%	-3.3%	1.9	?	3.3%	6.6%	-5.2%	-1.0%	-5.4%
COc1cc(OC)cc(C(=O)Nc2ccccc2-c2nnn(CC(N)=O)n2)c1	8.5%[57.1 µM]	-4.9%	-7.9	-5.3%	-2.8%	8.3%[57.1 µM]	4.8%	0.8%	-2.5%
Cc1cccc(NS(=O)(=O)c2cc3c(cc2C)NC(=O)CO3)c1	20.5%[57.1 µM]	-0.1%	-6.1	-9.1%	10.4%	5.0%[57.1 µM]	-4.3%	-10.5%	19.5%
CCOC(=O)C1CCN(C(=O)CCc2nnc3ccc(NCc4ccco4)nn23)CC1	?	-8.1%	0.4	-17.1%	9.5%	4.8%	4.1%	-11.6%	-36.8%
CCCCOC(=O)Nc1ccc(S(=O)(=O)Nc2ncccn2)cc1	10.7%[57.1 µM]	-2.7%	-10.2	-1.3%	-1.5%	4.7%[57.1 µM]	2.8%	5.5%	32.7%
CCN(CC)S(=O)(=O)c1cc(NC(=O)CSc2nccn2C)ccc1C	7.8%[57.1 µM]	-0.6%	-7.0	0.3%	5.9%	1.6%[57.1 µM]	1.7%	0.3%	2.2%
O=C(Nc1ccc(S(=O)(=O)Nc2ncccn2)cc1)C12CC3CC(CC(Cl)(C3)C1)C2	7.8%[2.29 µM]	-2.1%	7.7	-8.8%	6.2%	-2.9%[57.1 µM]	-7.8%	0.0%	-11.4%
COc1ccc(/C=C/C(=O)C2(O)CCCCC2)cc1OC	5.2%	-0.6%	0.5	-15.5%	-7.8%	-10.2%	-13.4%	-25.5%	-18.4%
Nc1ccccc1Nc1ccncc1[N+](=O)[O-]	20.7%	-3.2%	-1.1	-10.7%	4.1%	11.0%	0.9%	-3.1%	0.9%
CC(=O)c1ccc(OC(=O)C2CSC3(C)CCC(=O)N23)cc1 (stereo unspecified)	-6.6%	-3.6%	2.2	-10.6%	1.8%	-0.1%	2.4%	-13.9%	-24.1%
COc1cccc(NC(=O)c2ccc(-c3nc(COc4ccccc4)c(C)o3)cc2)c1	10.3%[57.1 µM]	-5.9%	1.9	-22.3%	12.0%	-10.1%[57.1 µM]	-3.7%	0.0%	-16.4%
CCOCCCNC(=O)C(NC(=O)c1ccc(=O)[nH]c1)c1ccc(C)cc1 (stereo unspecified)	17.4%	-1.2%	-0.6	-12.6%	-8.8%	2.2%	-1.2%	1.1%	-6.2%
CCC(=O)NCCSc1c[nH]c2ccccc12	14.8%[57.1 µM]	-4.6%	0.7	-15.8%	-0.4%	6.3%[57.1 µM]	-0.5%	-2.4%	-6.5%
COC(=O)c1cnn(C(=O)c2ccccc2Br)c1N	14.5%	-1.6%	-1.6	-1.2%	7.1%	5.4%	-0.1%	-1.2%	28.1%
Cn1nnc2cc(NC(=O)N3CC4(C)CC3CC(C)(C)C4)ccc21 (stereo unspecified)	4.4%	-1.9%	8.4	?	2.6%	14.4%	1.8%	1.0%	11.1%
Cc1csc[n+]1CC(=O)c1ccccc1	11.9%	1.6%	/	/	/	-3.1%	1.7%	/	/
COc1ccccc1C(c1nnnn1CC1CCCO1)N1CCC(C(N)=O)CC1 (stereo unspecified)	0.0%	-3.5%	0.4	-9.7%	3.4%	6.9%	-1.3%	2.5%	-23.3%
CC1Sc2ccc(S(=O)(=O)CCC(=O)N3CCCCC3)cc2NC1=O (stereo unspecified)	4.0%	2.4%	-0.4	-19.5%	0.7%	1.4%	-2.8%	-2.4%	-6.6%
CCc1ccc(-n2c(C)cc(/C=N/NC(=O)OC)c2C)cc1	-33.8%	0.3%	4.3	-22.4%	5.1%	-4.3%	2.5%	1.4%	-40.9%
CCOC(=O)N1CCN(C(=O)Cn2nc(C)c3sc4ccccc4c3c2=O)CC1	1.2%	-5.3%	-1.1	-12.7%	9.9%	9.6%	-1.5%	-0.4%	-6.8%
Cc1c(-c2cccs2)[n+](=O)c2c(n1[O-])CCCC2	1.9%	-3.0%	-10.5	-3.5%	7.0%	1.1%	-5.2%	-9.6%	-28.6%
CC(=O)N1N=C(c2ccccc2)OC1c1cccnc1 (stereo unspecified)	17.2%	2.2%	0.2	-18.5%	0.0%	5.1%	-17.8%	-3.4%	5.4%
COc1cc(NS(=O)(=O)c2ccc(NC(=S)NC(=O)c3ccccc3)cc2)nc(OC)n1	?	-4.4%	-5.7	-24.9%	-6.3%	-5.1%	-4.0%	-3.9%	-27.3%
Cc1ccc(S(=O)(=O)Nc2cc(-c3ccccc3)nn2C)cc1Cl	-24.0%	-1.2%	-13.2	-22.4%	0.0%	-15.1%	-7.0%	8.0%	2.7%
CCC(=O)N1CCN(c2ccccc2NC(=S)NC(=O)c2ccco2)CC1	-18.0%	-8.8%	-8.2	-18.2%	0.6%	-5.1%	-3.8%	-3.4%	-23.6%
O=c1cc2[nH]c3ccccc3c(=O)n2nc1-c1ccccc1	6.6%[57.1 µM]	-4.7%	-8.3	-11.9%	14.0%	10.4%	-7.7%	-3.1%	-11.0%[11.4 µM]
S=c1[nH]ccn1-c1cccc(Cl)c1Cl	14.4%	-3.6%	-7.2	-18.6%	11.9%	4.0%	-0.4%	-1.3%	-4.6%
CCN(C(=O)CSc1nc(N)cc(N)n1)C1CCS(=O)(=O)C1 (stereo unspecified)	12.3%	-2.5%	-6.3	-4.1%	-3.5%	1.4%	-1.6%	3.5%	20.6%
COc1ccc(C(C(=O)NC2CCCCC2)N(C(=O)CCl)c2ccc(OC)cc2)cc1 (stereo unspecified)	-26.2%	1.8%	1.9	-13.9%	-1.2%	-11.7%	-0.3%	2.1%	-41.1%

2 entries from above, with values under each structure.
Screens in order – TrxR1 inh | GRP78 ERSR act | LDHA block | USP1-UAF1 inh | IDH1 R132H inh | TrxR1 substrate | Vif-APOBEC3G blk | Vif-APOBEC3F blk | RGS4 inh
- COc1cc(NS(=O)(=O)c2ccc(NC(=S)NC(=O)c3ccccc3)cc2)nc(OC)n1
  ? | -4.4% | -5.7 | -24.9% | -6.3% | -5.1% | -4.0% | -3.9% | -27.3%
- Cc1ccc(S(=O)(=O)Nc2cc(-c3ccccc3)nn2C)cc1Cl
  -24.0% | -1.2% | -13.2 | -22.4% | 0.0% | -15.1% | -7.0% | 8.0% | 2.7%
